Bioassay records: PubChem, The Scripps Research Institute Molecular Screening Center
FBW7 act – activators of human E3 ligase FBW7. AlphaScreen FBW7–phospho-cyclin E peptide binding, activator screen. normalized activity (activation), % at 26.1 µM. actives 0.13% (n = 650,000). AID 1259310; in the data active means normalized activity above about 1.9%;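 further: purified mutant Fbw7 with reduced substrate affinity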
MITF primary – blocks human microphthalmia-associated transcription factor | AID 1259374 | actives 0.91% (n = 650,000) | AlphaScreen MITF homodimerization, bead proximity signal | inhibition, % at 2.6 µM; in the data active means inhibition above about 50%;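 further: 0% = vehicle wells with protein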
Target sequence (O75030 whole entry, looked up): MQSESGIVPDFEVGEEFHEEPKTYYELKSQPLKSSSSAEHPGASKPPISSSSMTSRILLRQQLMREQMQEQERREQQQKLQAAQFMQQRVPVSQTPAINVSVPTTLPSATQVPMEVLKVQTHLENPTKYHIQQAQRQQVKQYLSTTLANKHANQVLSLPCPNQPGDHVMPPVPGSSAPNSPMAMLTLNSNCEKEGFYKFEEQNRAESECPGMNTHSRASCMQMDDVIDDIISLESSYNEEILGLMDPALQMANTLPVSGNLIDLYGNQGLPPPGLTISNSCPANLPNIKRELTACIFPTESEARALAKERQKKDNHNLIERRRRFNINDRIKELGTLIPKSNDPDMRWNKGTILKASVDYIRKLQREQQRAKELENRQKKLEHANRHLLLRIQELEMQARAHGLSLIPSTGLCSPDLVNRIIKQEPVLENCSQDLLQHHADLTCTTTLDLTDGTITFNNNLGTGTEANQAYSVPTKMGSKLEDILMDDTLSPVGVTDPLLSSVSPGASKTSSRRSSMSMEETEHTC
GPR151 activ – activates the human receptor GPR151. Q8TDV0. PathHunter beta-arrestin GPR151 cells, luminescence. activation, % at 11.2 µM. actives 1% (n = 650,000). AID 1508602; in the data active means activation above about 4.9%;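 further: 0% = median of compound wells and 100% = cells with positive control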
Target sequence (Q8TDV0 whole entry, looked up): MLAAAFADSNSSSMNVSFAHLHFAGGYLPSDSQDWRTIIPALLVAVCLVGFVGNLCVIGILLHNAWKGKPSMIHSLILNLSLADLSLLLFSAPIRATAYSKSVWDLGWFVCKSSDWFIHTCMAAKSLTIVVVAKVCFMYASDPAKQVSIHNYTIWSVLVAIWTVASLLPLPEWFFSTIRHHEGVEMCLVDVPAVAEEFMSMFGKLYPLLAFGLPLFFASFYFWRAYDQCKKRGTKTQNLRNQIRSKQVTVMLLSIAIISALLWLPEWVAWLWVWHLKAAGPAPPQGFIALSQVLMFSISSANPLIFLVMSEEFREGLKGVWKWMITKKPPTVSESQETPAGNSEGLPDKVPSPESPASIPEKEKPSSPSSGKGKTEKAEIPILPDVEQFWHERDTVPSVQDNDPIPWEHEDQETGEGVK
TEAD-YAP block – TEAD-YAP interaction inhibition. inhibition, % at 9.12 µM. HEK-TIYL cells, TEAD-Gal4/YAP UAS-luciferase luminescence. actives 1.4% (n = 640,000). AID 1259422; in the data active means inhibition above about 32%;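 further: 0% = median of test compound wells and 100% = reference inhibitor wells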
An asterisk follows results filed as active; x = no result given.

Sample of the layout (two entries):
SMILES	FBW7 act	MITF primary	GPR151 activ	TEAD-YAP block
CCN(CC)C(=O)C1CCCN(c2nc(Nc3cc(OC)c(OC)c(OC)c3)c3cc(OC)c(OC)cc3n2)C1 (stereo unspecified)	-0.1	-6	-0.2	19
CCC(C(=O)N1CCCC1)n1c2ccccc2c2nc(=O)cc(C)n21 (stereo unspecified)	-0.1	1	-0.5	-2

This part in full, from the first entry:
SMILES	FBW7 act	MITF primary	GPR151 activ	TEAD-YAP block
CCN(CC)C(=O)C1CCCN(c2nc(Nc3cc(OC)c(OC)c(OC)c3)c3cc(OC)c(OC)cc3n2)C1 (stereo unspecified)	-0.1	-6	-0.2	19
CCC(C(=O)N1CCCC1)n1c2ccccc2c2nc(=O)cc(C)n21 (stereo unspecified)	-0.1	1	-0.5	-2
O=C(c1ccc2ccccc2c1)N1CCN=C1SCc1cccnc1	0.0	-6	-0.3	-14
CCCCOC(=O)c1ccc2c(c1)C(=O)N(c1ccc(Cl)c(Cl)c1)C2=O	0.1	-10	0.4	-7
CN1/C(=C\C(=O)CSc2nccn2C)C(C)(C)c2ccccc21	-0.2	7	-0.4	-7
COc1ccc2oc(=Nc3ccc(-c4nc5ccc(C)cc5s4)cc3)c(C(N)=O)cc2c1	-0.1	9	0.3	-12
CC1=C(C(=O)OCc2ccc(C)cc2)C(c2ccc(N(C)C)cc2)NC(=O)N1 (stereo unspecified)	0.2	1	-1.2	-16
Cc1ccccc1C(=O)N(C1CCN(C)CC1)C1CCN(Cc2ccccc2)CC1	-0.1	19	1.1	-8
COc1ccc(C(CC(=O)O)NC(=O)CSc2n[nH]c(N)n2)cc1 (stereo unspecified)	0.1	8	1.4	4
S=C(Nc1ccccc1)Nc1ccc(I)cn1	-0.1	-11	3.8	-3
COc1cccc(C(=O)NC(CC(=O)O)c2cccc([N+](=O)[O-])c2)c1 (stereo unspecified)	-0.3	-3	0.0	1
Cc1ccc(S(=O)(=O)CCc2nnc(NC(=O)c3ccccc3C)s2)cc1	0.0	9	0.3	-6
COc1cc(/C=C2\C(=O)ON=C2C)cc(Br)c1O	0.0	81*	0.1	4
COc1ccc(-c2csc(NC(=O)COC(=O)c3c(OC)cccc3OC)n2)cc1	0.0	3	1.0	-25
CC(C)C(=O)N1CC[C@@H]2[C@H](CCCN2C(=O)c2cccc(F)c2)C1	-0.1	7	0.3	11
COc1ccc(N2C(=O)c3ccc(-c4nc5ccccc5c(=O)o4)cc3C2=O)c(OC)c1	-0.1	-9	0.4	-7
COc1ccc(OC)c2[nH]c(=O)c(CCNC(=O)c3ccccc3F)cc12	-0.1	-10	0.2	-10
NC(=O)c1c(NC(=O)c2cc3ccccc3o2)sc2c1CCC2	0.0	10	-1.3	-9
COC(=O)c1c(NC(=O)c2ccccc2OC)sc2c1C(C(=O)OC)CC2 (stereo unspecified)	-0.1	5	-0.6	-11
CCC(Oc1ccccc1)C(=O)N1CCN(c2ccccn2)CC1 (stereo unspecified)	0.0	-4	-0.8	12
CC1(Cc2ccccc2)C(=O)Nc2c(Cl)cccc21 (stereo unspecified)	0.2	19	2.1	-3
CCC(C)Nc1nc(-c2ccccc2O)nc2ccccc12 (stereo unspecified)	0.0	-4	2.7	15
CC(=O)c1ccc(NC(=O)CSc2nc3ccccc3[nH]2)cc1	-0.1	-1	1.0	-23
O=C(C1CC1)N1CCN=C1SCc1ccc(Br)cc1	0.1	10	0.1	4
CCOc1ccc(C(=O)Nc2cc(C(=O)N3CCCC3)cn(C)c2=O)cc1OCC	0.7	19	-0.9	-14
O=C(/C=C/c1ccc(Cl)cc1Cl)N1CCN(c2ccc([N+](=O)[O-])c(NCc3ccco3)c2)CC1	0.1	2	1.7	-2
CC1CCN(c2nc3c(c(=O)n(C)c(=O)n3C)n2Cc2c(Cl)cccc2Cl)CC1	0.1	-6	-0.7	-8
COC(=O)c1c(NC(=O)c2ccc(S(=O)(=O)N(C)C3CCCCC3)cc2)sc2c1CCN(C(C)C)C2	-0.1	-11	1.3	3
O=C(NCc1ccco1)c1ccccc1NS(=O)(=O)c1cccc([N+](=O)[O-])c1	-0.2	8	-0.6	1
COc1ccccc1NC(=O)CNC(=O)c1ccc(Cl)cc1Cl	0.0	8	-0.9	-11
Cc1nn(CC(=O)c2ccc(Br)s2)c(C)c1[N+](=O)[O-]	0.5	6	1.3	-1
CCOC(=O)c1sc2ncnc(Nc3ccc(Cl)cc3C)c2c1C	-0.1	13	-0.2	-4
CCCc1cc2c(=O)c(-c3nc(C)cs3)c(C)oc2cc1OC(C)=O	-0.1	0	-0.1	-11
CC(=O)c1ccc(NC(=O)c2ccccc2C(=O)Nc2ccc(C)cc2)cc1	-0.1	1	-1.4	-31
O=[N+]([O-])c1ccc(CNCc2ccc3c(c2)OCO3)cc1	-0.1	25	-0.9	-5
CC1=NN(c2ccc(C(=O)OC(C)C)cc2)C(=O)/C1=C\c1ccc(-c2ccccc2)o1	0.1	7	-1.5	10
COc1ccccc1/C=C(\C#N)C(=O)Nc1ccc(S(N)(=O)=O)cc1	0.0	16	1.4	4
COC(=O)c1c(OCc2ccccn2)cc(=O)n2c1CCN(C1CCSCC1)CC2	0.1	-9	-1.4	-22
O=C(CN1C(=O)c2ccccc2C1=O)OCC(=O)c1ccc(Cl)cc1Cl	0.0	-11	-1.0	-3
O=C(COC(=O)CCN1C(=O)C2CC=CCC2C1=O)Nc1cccnc1Cl (stereo unspecified)	0.1	2	0.7	-1

Limited to MITF primary, GPR151 activ and TEAD-YAP block (3 entries from above):
| compound | MITF primary | GPR151 activ | TEAD-YAP block |
| --- | --- | --- | --- |
| COC(=O)c1c(OCc2ccccn2)cc(=O)n2c1CCN(C1CCSCC1)CC2 | -9 | -1.4 | -22 |
| O=C(CN1C(=O)c2ccccc2C1=O)OCC(=O)c1ccc(Cl)cc1Cl | -11 | -1.0 | -3 |
| O=C(COC(=O)CCN1C(=O)C2CC=CCC2C1=O)Nc1cccnc1Cl (stereo unspecified) | 2 | 0.7 | -1 |

Other records:
SMILES	FBW7 act	MITF primary	GPR151 activ	TEAD-YAP block
O=C(Nc1ccc(Cl)cc1)/C(=C/c1cccc([N+](=O)[O-])c1)NC(=O)c1cccs1	0.2	17	-1.2	5
CCCC1CCC(C(=O)O)CC1 (stereo unspecified)	0.1	-4	-1.2	9
O=S(=O)(/N=C(/Nc1ccncc1)C(Cl)(Cl)Cl)c1ccccc1	-0.2	-6	0.5	-12
COc1ccc(-n2ncc3ccc([N+](=O)[O-])cc32)cc1	-0.2	14	-0.7	3
COc1ccc(-c2nnc(SCC(=O)NC(=O)c3cccn3C)o2)cc1	0.0	8	-0.1	2
COc1ccccc1CNC(=O)CCNS(=O)(=O)c1ccc2c(c1)oc(=O)n2C	0.0	-13	2.0	11
CC(C)C(=O)Nc1nnc(-c2ccccc2Cl)s1	-0.1	-6	1.4	-36
O=C(COc1ccc([N+](=O)[O-])cc1Cl)N1CCc2ccccc21	-0.1	-11	0.6	-56
OCc1ccc(-c2cnc3ccc(NCc4ccc(F)cc4)nn23)cc1	0.0	7	-0.8	25
C#CCn1c(=NC(=O)c2cc(C)no2)sc2cc(OC)c(OC)cc21	0.2	21	-0.5	0
O=C(CSc1nc2ccsc2c(=O)n1Cc1ccccc1Cl)NCCC1=CCCCC1	0.1	22	-1.9	1
CCCNc1nc(Nc2ncccn2)nc2c1ncn2-c1ccccc1	0.3	-7	-0.2	8
C[C@@H]1NC(=O)[C@@H]2C[C@H](NC(=O)c3cc(F)cc(F)c3)CN2C1=O	-0.1	-14	-0.8	1
O=C1c2ccccc2C(=O)C1(Nc1ccc(Br)cc1)c1ccccc1	0.0	-5	6.9*	16
CCOc1ccc(Br)cc1S(=O)(=O)N1CCCC1C(=O)O (stereo unspecified)	0.1	-4	0.2	1
CCOc1ccc(NC(=O)Nc2ccc(OC)cc2C)cc1	-0.1	10	0.8	3
CC(=O)c1sc(NC(=O)c2ccc(S(=O)(=O)N3CCc4ccccc4C3)cc2)nc1C	0.1	-12	-0.7	-5
COc1cc(OC)c(OC)cc1CNc1cccc(C)c1	-0.1	52*	-0.8	1
Cc1nn(-c2ccccc2)c2c1C(c1c(Cl)cccc1Cl)C(C#N)=C(N)O2 (stereo unspecified)	-0.1	-9	-0.3	-10
COc1cc(/C=N/NC(N)=S)ccc1OCC(=O)N1CCCCC1	-0.1	1	-0.8	5
CC(C)(C)OC(=O)N/N=C\c1ccc(OC(=O)c2ccco2)cc1	0.1	11	3.1	59*
CCN1C(=O)[C@H]2[C@H]3[C@H](O)[C@H](O)C/C(=N\O[C@H](C)CN4CCCc5nc(C)c(C)cc54)[C@@H]3CC[C@H]2C1=O	-0.1	5	-1.8	x
CC(=O)Nc1ccc(-c2nc3ccccc3c(=O)o2)cc1	-0.1	-2	-2.8	15
O=C(CCc1ccccc1)Nc1ccc(N2CCC(NCC3CCCO3)CC2)cc1 (stereo unspecified)	0.2	12	-0.1	6
COc1ccc(/C(C)=N/Nc2nnc3c(n2)[nH]c2ccc(C)cc23)cc1	-0.2	1	-0.8	-9
Cc1nnc(SCC(=O)NCc2ccccc2Cl)[nH]c1=O	-0.2	-2	-1.8	-5
COc1cc(CNn2cnnc2)ccc1OCc1ccc(Cl)cc1Cl	0.1	5	0.3	-20
O=C(COC(=O)c1ccc2ccccc2n1)Nc1ccc(S(=O)(=O)N2CCCC2)cc1	0.0	-10	3.3	-3
CCCN1c2ccc([N+](=O)[O-])cc2CC2(C(=O)N(C)C(=O)N(C)C2=O)C1CC (stereo unspecified)	0.8	17	-0.1	6
Cc1c(NC(=O)c2ccc(-c3cccc(Cl)c3)o2)cccc1-c1nc2ncccc2o1	0.0	-2	-0.5	2
O=C(NCc1nc2ccccc2[nH]1)c1cnc(Nc2nccc3ccccc23)s1	0.0	13	1.4	-7
CCOC(=O)C1=C(C)N=c2s/c(=C/c3ccc(-c4ccc(C(=O)O)cc4)o3)c(=O)n2C1c1cc(OC)c(OC)cc1Br (stereo unspecified)	-0.2	-3	1.8	-9
CCCCNS(=O)(=O)c1ccc([N+](=O)[O-])cc1	0.3	6	-1.4	-7
CCOC(=O)c1c(CSc2nc(C)cc(C)n2)nc2c3ccccc3ccn12	0.6	5	-1.9	3
O=C(Nc1ccc(-c2nc3ncccc3o2)cc1)c1cc(Br)ccc1Cl	0.9	-2	-0.3	-4
O=C(CN1C(=O)C2C3C=CC(C3)C2C1=O)Nc1ccc(F)c(F)c1 (stereo unspecified)	0.0	-9	-0.5	4
CCCSc1nc(N)c(C(=O)Nc2ccccc2)cc1C#N	0.1	-16	-0.5	-1
CCCC(=O)Oc1ccc(C2C(C#N)=C(N)OC3=C2C(=O)CC(C)(C)C3)cc1 (stereo unspecified)	0.0	-1	-0.7	2
Cc1ccc(NC(=O)c2cc3nc(-c4ccccc4)cc(-c4ccccc4)n3n2)cc1	0.2	3	-0.8	-4
CCCCn1nnnc1NCc1cccnc1	-0.1	5	0.7	-7

Fetched by compound from the list above, two records:
SMILES	FBW7 act	MITF primary	GPR151 activ	TEAD-YAP block
CCN1C(=O)[C@H]2[C@H]3[C@H](O)[C@H](O)C/C(=N\O[C@H](C)CN4CCCc5nc(C)c(C)cc54)[C@@H]3CC[C@H]2C1=O	-0.1	5	-1.8	x
O=C(COC(=O)c1ccc2ccccc2n1)Nc1ccc(S(=O)(=O)N2CCCC2)cc1	0.0	-10	3.3	-3

The results go on.
SMILES	FBW7 act	MITF primary	GPR151 activ	TEAD-YAP block
CCn1nc(C)c(CNc2nc(C)c(-c3ccn(Cc4ccsc4)n3)s2)c1C	-0.1	2	-1.3	13
C=CCOc1cccc(/C=C/c2ccc3cccc(O)c3n2)c1	0.1	23	-2.2	4
Cc1cc(N2CCC(C)CC2)n2c(nc3ccccc32)c1C#N	0.0	12	0.4	3
COc1ccccc1N1CCN(Cc2cc([N+](=O)[O-])ccc2O)CC1	-0.1	5	0.2	18
COc1ccc(C2CC(=O)C3=C(C2)NC(C)=C(C(=O)OCc2ccccc2)C3c2ccc(OC(C)=O)c(OC)c2)cc1 (stereo unspecified)	0.0	-2	-0.2	-1
CC(=O)N[C@H]1[C@H](Oc2ccccc2)O[C@H](COC(C)=O)[C@@H](OC(C)=O)[C@@H]1OC(C)=O	0.0	-7	0.9	4
CC(NS(=O)(=O)c1cccc(C(=O)OCC(N)=O)c1)C12CC3CC(CC(C3)C1)C2 (stereo unspecified)	0.0	-2	1.6	-1
CC(=O)Nc1cc(Nc2ccccc2C(N)=O)ccn1	0.0	4	4.4	10
COc1ccccc1C=C1C(=O)N(C)C(=S)N(C)C1=O	-0.3	0	3.4	13
Cn1nc(C(=O)NCc2ccccc2)c2c1-c1ccccc1OC2	0.1	4	-0.7	-4
COc1ccc(-c2ncnn2-c2sc3c(c2C#N)CCCCC3)cc1OC	-0.3	-10	0.2	-1
Cc1cccc(NC(=O)c2cc(S(=O)(=O)NC3CCCC3)ccc2F)c1	-0.1	-9	-2.6	-2
COc1cc(NC(=O)c2ccc3nc(-c4ccccc4)sc3c2)cc(OC)c1OC	0.2	68*	1.9	-1
COC(=O)CC(=O)CSc1nc(C)cc(C(F)(F)F)c1C#N	-0.1	11	4.0	4
COCCNc1nc(-c2ccc(C(C)=O)s2)ccc1C(=O)N1CCN(C)CC1	-0.2	2	0.7	-2
CCCCCc1nnc(NC(=O)c2cccc(C)c2[N+](=O)[O-])s1	0.8	12	1.0	4
CC(=O)c1ccc(Nc2nc(-c3ccc(F)cc3)cs2)cc1	0.1	12	-0.8	-64
CN(C)CCCNc1c2c(nc3cc(-c4cccc(F)c4)nn13)CCC2	0.2	-23	-0.4	-45

As a working copy, 3 of the compounds above.
SMILES	FBW7 act	MITF primary	GPR151 activ	TEAD-YAP block
CCn1nc(C)c(CNc2nc(C)c(-c3ccn(Cc4ccsc4)n3)s2)c1C	-0.1	2	-1.3	13
C=CCOc1cccc(/C=C/c2ccc3cccc(O)c3n2)c1	0.1	23	-2.2	4
Cc1cc(N2CCC(C)CC2)n2c(nc3ccccc32)c1C#N	0.0	12	0.4	3
